Assay outcomes deposited in PubChem by Broad Institute.
RAD52 inh: RAD52 (human) annealing inhibition; P43351; recombinant RAD52 DNA annealing, FRET fluorescence; inhibition, % at 18.7 µM; 360,000 compounds, 0.46% hits;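 active means every replicate showing at least 50% inhibition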
CASP6 VEID inh: inhibitors of human caspase-6 | P55212 | purified caspase-6, Z-VEID-R110 cleavage fluorescence | inhibition, % at 12.5 µM | 350,000 compounds, 0.53% hits | AID 686996;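 active means mean inhibition across replicates at least about 35%, with every replicate also reaching that limit, limit read from the data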;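 further: 0% = median of neutral control wells and 100% = no fluorescence left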
RAD54 branch: RAD54 (human) branch migration inhibition. 360,000 compounds, 0.14% hits. inhibition, % at 10.4 µM. Q92698. RAD54 Holliday junction branch migration, FAM/BHQ fluorescence;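 active means mean normalized replicate activity at least 40 and at least half of replicates scoring 40 or more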;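 further: 0% = median of neutral control wells and 100% = median of positive control wells; inhibitors cause a drop in the FAM fluorescence signal; in these data hits start at about 50%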
ERp5 block: ERp5 (human) disulfide isomerase inhibition | Q15084 | ERp5 insulin aggregation, absorbance 650 nm, 90 min | inhibition, % at 9.99 µM | 350,000 compounds, 0.05% hits | AID 651711;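 active means mean replicate inhibition above about 25%, with every replicate also reaching it, limit read from the data, passing the limit was not always enough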
Target sequence (Q15084 whole entry, looked up): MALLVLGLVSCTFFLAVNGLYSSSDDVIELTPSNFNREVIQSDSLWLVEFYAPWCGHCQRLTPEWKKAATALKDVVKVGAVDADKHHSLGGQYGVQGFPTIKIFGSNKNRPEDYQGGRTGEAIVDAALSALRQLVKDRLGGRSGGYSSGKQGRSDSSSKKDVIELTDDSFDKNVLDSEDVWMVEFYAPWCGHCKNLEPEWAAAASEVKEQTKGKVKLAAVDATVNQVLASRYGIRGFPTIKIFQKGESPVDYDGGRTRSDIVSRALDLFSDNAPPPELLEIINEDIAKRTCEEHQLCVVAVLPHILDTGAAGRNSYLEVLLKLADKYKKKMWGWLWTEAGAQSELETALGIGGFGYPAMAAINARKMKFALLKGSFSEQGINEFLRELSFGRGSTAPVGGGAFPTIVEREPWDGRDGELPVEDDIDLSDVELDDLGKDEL
E-sel inducer: E-selectin induction on HUVECs | activation, % at 7.58 µM | HUVEC E-selectin immunofluorescence imaging; normalized: neutral wells 0, TNF-alpha wells 100 | 260,000 compounds, 0.37% hits;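 active means mean E-selectin-positive cell signal at least 10% of the positive control, reached in at least 60% of replicates, without over 20% cell loss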;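 further: in these data hits start at about 27%; measured in HUVEC primary endothelial cells; signal is the percent of cells scored E-selectin positive by PE staining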
Target sequence (P16581 whole entry, looked up): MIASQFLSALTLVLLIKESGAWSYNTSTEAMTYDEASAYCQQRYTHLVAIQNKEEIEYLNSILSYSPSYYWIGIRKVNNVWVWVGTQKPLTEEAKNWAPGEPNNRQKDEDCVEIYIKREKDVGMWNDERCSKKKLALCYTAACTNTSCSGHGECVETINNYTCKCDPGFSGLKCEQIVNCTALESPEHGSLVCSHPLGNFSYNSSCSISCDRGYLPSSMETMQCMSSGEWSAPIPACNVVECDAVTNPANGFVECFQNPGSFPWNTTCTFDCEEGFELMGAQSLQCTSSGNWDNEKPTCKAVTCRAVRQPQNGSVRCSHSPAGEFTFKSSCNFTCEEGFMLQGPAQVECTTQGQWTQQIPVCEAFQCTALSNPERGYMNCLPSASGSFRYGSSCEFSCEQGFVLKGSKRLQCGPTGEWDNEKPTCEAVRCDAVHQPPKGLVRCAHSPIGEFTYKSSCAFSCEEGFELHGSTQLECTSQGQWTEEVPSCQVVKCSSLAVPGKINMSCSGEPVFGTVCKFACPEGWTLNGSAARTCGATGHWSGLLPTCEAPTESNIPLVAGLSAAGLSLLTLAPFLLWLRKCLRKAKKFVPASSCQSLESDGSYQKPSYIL
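System: HUVEC, human umbilical vein endothelial cells; quantity: 3,000 cells/well; buffer or medium: EGM-2 medium, gelatin-coated wells; dosing: single-point compound dose; detection: immunofluorescence imaging; evaluation: % PE-positive cells; benchmarks: TNF-alpha, DMSO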
PglD DTNB: blocks C. jejuni PglD acetyltransferase activity | purified PglD enzyme, DTNB colorimetric CoA detection | inhibition, % at 12.5 µM | 360,000 compounds, 0.098% hits | AID 602405; in the data active means inhibition above about 16%, passing the limit was not always enough; further: strong numbers were not always called active
esBAF inh: blocks esBAF chromatin remodeling in mouse ES cells | AID 602393 | reporter increase, % at 12.5 µM | 350,000 compounds, 2% hits | Bmi1-luciferase knock-in reporter, 24 h; 100% = twice the neutral-well signal; in the data active means activation above about 40%;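 further: 0% = median of the plate's neutral control wells and 100% = double that signal; a rise in the Bmi1 reporter signal indicates esBAF inhibition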
ARNT TACC3 PPI: disruptors of human ARNT/TACC3 interaction; Q9Y6A5; AlphaScreen His-ARNT PAS-B/GST-TACC3 binding, luminescence; TACC3 fragment carries E629A point mutation; inhibition, % at 9.99 µM; 390,000 compounds, 0.66% hits; AID 623870;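 active means mean inhibition of replicates at least 50% and at least half of replicates each reaching 50%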;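 further: 0% = complete ARNT plus TACC3 wells and 100% = ARNT alone without TACC3; many hits fall short of the cut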
The depositor's hits bear a star; · = not tested or not shown.

Each structure is followed by: PglD DTNB, RAD54 branch, CASP6 VEID inh, ERp5 block, E-sel inducer, ARNT TACC3 PPI, esBAF inh, RAD52 inh
#1 CCCCC1CN2CCc3c([nH]c4ccccc34)C2(C)C1 (centres undefined)
→ 5, 8, 3, 1, ·, 5, -11, 0
#2 COc1ccc(N2CCN(C3CCCN(C(=O)c4ccoc4)C3)CC2)cc1 (centres undefined)
→ 4, -10, -3, 0, -0.5, -22, -11, -6
#3 O=C(C[C@H]1C[C@H]2c3cc(NC(=O)Cc4ccncc4)ccc3O[C@H]2[C@H](CO)O1)NCc1cccc(F)c1
→ 0, 6, 7, -1, 0.5, ·, 8, -7
#4 COc1ccc(CNC(=O)COc2ccc(Br)c(C)c2)cc1
→ 1, 6, 1, 1, 0.0, -4, 5, -8
#5 Cc1ccc(C)c(N2CCN(C(=O)CCc3nc(-c4ccc(F)cc4)no3)CC2)c1
→ 1, 5, ·, 5, -0.3, -4, -1, -3
#6 CCOC(=O)Cc1csc(NC(=O)C(C)Oc2ccc3c(C)cc(=O)oc3c2)n1 (centres undefined)
→ 0, -3, 0, -4, 0.1, 0, -4, -7
#7 O=C(NC1CCCC1)N1CC(=O)N2[C@@H](CO)[C@@H](c3ccc(-c4cccnc4)cc3)[C@@H]2C1
→ ·, ·, 0, -4, 0.1, ·, ·, -8
#8 CNc1snc(C)c1C(=O)OCC(=O)c1ccc(OC)c(F)c1
→ 1, -1, -5, 1, -0.2, 2, -3, -4
#9 O=C(COC(=O)c1ccc(Cl)nc1)Nc1cccnc1Cl
→ 0, -9, 15, -1, -0.4, 2, -9, -9
#10 CCN(CC)S(=O)(=O)c1ccc(NC(=O)Cc2cccs2)cc1
→ 5, -4, 11, 1, ·, -9, 3, 2
#11 CN(C)CC(=O)N[C@@H]1CC[C@@H](CC(=O)NCCN2CCCCC2)O[C@H]1CO
→ 5, -8, 1, 0, -0.4, -2, 2, 3
#12 CN1OC[C@@H]2CN(S(=O)(=O)c3ccccc3)[C@H](c3ccc(-n4ccnc4)cc3)C[C@@H]21
→ -3, 0, -1, 0, 2.6, ·, -8, -11
#13 COc1cc(CN2CC3(CN(S(=O)(=O)c4cccc(F)c4)C3)c3c([nH]c4cc(OC)ccc34)[C@H]2CO)cc(OC)c1
→ ·, ·, 0, -3, -0.1, ·, ·, 8
#14 CCN(CC)CCNC(=S)Nc1ccc(F)cc1
→ ·, ·, -2, 2, 8.3, 28, ·, -1
#15 C[C@H]1CN([C@@H](C)CO)C(=O)c2cccc(NC(=O)Nc3ccccc3)c2O[C@H]1CN(C)Cc1ccc(C(=O)O)cc1
→ -3, -21, 3, 0, 1.9, -7, 1, 0
#16 CCN1C(=O)[C@@H]2[C@@H](c3ccc(-c4cccc(Cl)c4)cc3)N3CCC[C@@]3(C(=O)OC)[C@@H]2C1=O
→ 0, 7, 4, -2, -0.1, -28, 6, -58
#17 Cc1nc(-c2ccccc2)nc2sc(C(=O)c3ccc(F)cc3)c(N)c12
→ 0, -8, -1, ·, ·, -23, -8, -21
#18 CC(=O)Nc1cc(-c2ccc(C(=O)N3CCOCC3)cc2)cn2c(-c3ccc(F)cc3)cnc12
→ 4, -5, 0, -3, 0.0, ·, -2, -28
#19 Cc1ccc(S(=O)(=O)N2[C@@H](CO)CO[C@H]2CC(=O)c2cccs2)cc1
→ ·, ·, 0, -1, 0.4, ·, ·, -19
#20 Cc1ccc(OCCNC(=O)c2cc(C(=O)NCCOc3ccc(C)cc3)cc([N+](=O)[O-])c2)cc1
→ 1, 1, 2, 2, ·, -5, ·, -7
#21 COc1ccc(-c2cn(CC[C@@H]3CC[C@H](NC(=O)c4cnccn4)[C@@H](CO)O3)nn2)cc1
→ 4, 1, 1, 1, 0.5, -15, 0, -10
#22 CCC(=O)NC[C@H]1[C@H](c2ccc(-c3ccccc3)cc2)[C@@H](CO)N1C(=O)C1CC1
→ 0, 4, -1, -4, 0.5, -5, -1, -100
#23 CCOc1ccc(CCNC(=O)COC(=O)COc2ccc(C(C)=O)cc2)cc1OCC
→ 0, -4, -1, 4, -0.4, 13, -1, -9
#24 CCC(C)NC(=O)c1cccc(C)c1 (centres undefined)
→ -1, -1, 0, 3, 0.0, -2, -3, -14
#25 Cn1c(=O)c2c(nc(Cl)n2Cc2ccncc2)n(C)c1=O
→ 1, -5, ·, ·, ·, -3, -10, ·
#26 Cc1ccccc1S(=O)(=O)Oc1cccc2c(O)cccc12
→ 2, -5, 4, -10, ·, 2, 12, 11
#27 CC12CCC(C(=O)N/N=C/c3ccc(O)cc3)(OC1=O)C2(C)C (centres undefined)
→ 3, -10, 1, 11, ·, -5, ·, -6
#28 COc1ccc(CNC(=O)C[C@H]2CC[C@@H]3[C@@H](COc4ccc(NC(C)=O)cc4C(=O)N3C)O2)cc1
→ -2, -10, 0, -3, 0.0, 5, -1, -2
#29 O=C(NCCNC(=O)C(c1ccccc1)c1ccccc1)c1ccco1
→ 2, -9, ·, ·, ·, -1, -5, ·
#30 CCOc1ccc(CCNC(=O)CSc2nc3ncc(Cl)cc3[nH]2)cc1OCC
→ 3, 15, -1, 1, 0.8, -1, -4, -10

Retrieved by structure from the entries so far, 2 records:
Each structure is followed by: PglD DTNB, RAD54 branch, CASP6 VEID inh, ERp5 block, E-sel inducer, ARNT TACC3 PPI, esBAF inh, RAD52 inh
#9 O=C(COC(=O)c1ccc(Cl)nc1)Nc1cccnc1Cl
→ 0, -9, 15, -1, -0.4, 2, -9, -9
#1 CCCCC1CN2CCc3c([nH]c4ccccc34)C2(C)C1 (centres undefined)
→ 5, 8, 3, 1, ·, 5, -11, 0

The main list resumes, repeating the 4 entries before the break.
Each structure is followed by: PglD DTNB, RAD54 branch, CASP6 VEID inh, ERp5 block, E-sel inducer, ARNT TACC3 PPI, esBAF inh, RAD52 inh
#27 CC12CCC(C(=O)N/N=C/c3ccc(O)cc3)(OC1=O)C2(C)C (centres undefined)
→ 3, -10, 1, 11, ·, -5, ·, -6
#28 COc1ccc(CNC(=O)C[C@H]2CC[C@@H]3[C@@H](COc4ccc(NC(C)=O)cc4C(=O)N3C)O2)cc1
→ -2, -10, 0, -3, 0.0, 5, -1, -2
#29 O=C(NCCNC(=O)C(c1ccccc1)c1ccccc1)c1ccco1
→ 2, -9, ·, ·, ·, -1, -5, ·
#30 CCOc1ccc(CCNC(=O)CSc2nc3ncc(Cl)cc3[nH]2)cc1OCC
→ 3, 15, -1, 1, 0.8, -1, -4, -10
#31 Cc1ccc(C2=N/C(=C\c3c(C)nn(-c4ccccc4)c3N3CCCC3)C(=O)O2)cc1
→ -1, -12, ·, ·, ·, 8, 0, ·
#32 O=C(CCCn1c(=S)[nH]c2cc3c(cc2c1=O)OCO3)NCc1cccc(Cl)c1
→ 4, 0, -8, -4, ·, -1, -5, -3
#33 CCOC(=O)NC(=O)COC(=O)c1cccc2ccccc12
→ ·, ·, 1, 2, 1.5, -3, ·, -9
#34 CCO[C@H]1OC(C(=O)N2CCN(C)CC2)=C[C@@H](C(C)(C)C)[C@@H]1CCCO
→ -3, 16, 0, 2, -0.1, -4, 3, -15
#35 CCN=C1NC(c2ccccc2C(F)(F)F)C(C(=O)OC)=C(C)N1Cc1ccc(C(F)(F)F)cc1 (centres undefined)
→ ·, ·, 4, -2, 0.3, ·, ·, -2
#36 CCCN(CC(=O)Nc1ccccc1OC)C(=O)c1ccccn1
→ 3, 8, 0, -1, -0.1, 3, -3, -17
#37 COc1ccc(N2CCN(C(=O)CCS(=O)(=O)c3cccc4nsnc34)CC2)cc1
→ -4, 0, ·, ·, 0.0, 0, ·, ·
#38 CN(CCCCCCCCC(=O)/C=N/O)Cc1ccccc1
→ 7, 6, -25, -10, ·, -2, -9, -2
#39 CCCCCCC(CC(=O)NCc1cccnc1)CC(=O)NCc1cccnc1
→ -11, -1, -3, 0, ·, -23, -9, -2
#40 CO[C@H]1CC[C@@H]2CCN(C)C(=O)[C@@H](C)N(C)C(=O)c3cccc(C#N)c3OC[C@@H]1O2
→ 2, 4, ·, ·, 0.2, 6, 2, ·
#41 O=C(c1cc(C(=O)N2CCCC2)cc([N+](=O)[O-])c1)N1CCCC1
→ -4, -2, -1, 2, -0.2, -3, 2, -20
#42 N#Cc1cccc(S(=O)(=O)NCc2nnc3ccccn23)c1
→ 0, -1, -4, 2, -0.2, -55, 0, -1
#43 Cc1ccccc1Nc1ncccc1C(=O)N1CCOCC1
→ 3, 12, ·, ·, ·, -3, -4, ·
#44 CCSc1ccccc1C(=O)NCCCn1ccnc1
→ 3, -20, ·, ·, ·, -3, -11, ·
#45 CCCCCC(=O)NC(=S)NC1C2CC3CC(C2)CC1C3 (centres undefined)
→ ·, ·, -1, 1, ·, -2, ·, -1
#46 COc1ccc(CC(=O)NCc2cccc(Cl)c2)cc1S(=O)(=O)N1CCOCC1
→ 0, -2, -1, 3, -0.2, ·, 1, -9
#47 COc1ccc(/C=C2\CN(Cc3ccccc3)C/C(=C\c3ccc(OC)cc3)C2=O)cc1
→ ·, ·, -7, 5, -0.9, -2, ·, -26
#48 C[C@H](CO)N1C[C@H](C)[C@H](CN(C)Cc2ccc3c(c2)OCO3)Oc2ccc(NC(=O)CCN3CCOCC3)cc2C1=O
→ -4, -2, -3, 0, -0.1, 9, 4, 5
#49 COc1cc2c(cc1OC)C(CNC(=O)C=Cc1cc(OC)c(OC)c(OC)c1)C2 (centres undefined)
→ 1, -3, 0, 5, 0.1, ·, 2, -7
#50 O=C(Cc1ccccc1)N1CCC2(CC1)NCCc1[nH]cnc12
→ 2, 2, 2, 8, ·, -1, -3, -15
#51 Cc1cc(=O)oc2cc(OCC(=O)NCC3CCC(C(=O)O)CC3)ccc12 (centres undefined)
→ -1, -10, -1, 9, ·, -5, 4, 0
#52 O=C(C[C@@H]1C[C@H]2c3cc(NC(=O)C4CCC4)ccc3O[C@H]2[C@H](CO)O1)NCc1cc(F)ccc1F
→ 0, -12, 2, -4, -0.5, -9, 1, 7
#53 CCOC(=O)C(C(=O)OCC)c1c([N+](=O)[O-])c(=O)n2c3c(cccc13)CCC2
→ -1, -2, -1, -7, ·, -3, -5, -11
#54 O=C(c1ccc2c(c1)OCO2)N1CCN=C1SCc1ccccc1
→ -2, -3, 4, -8, ·, -10, 9, -24
#55 O=C(CCN1C(=O)c2ccccc2C1=O)Nc1cccc(F)c1
→ 6, 5, -1, 7, ·, 3, -7, -9
#56 CCOC(=O)CSC1=C(C#N)C(c2ccccc2OCC)C(C(=O)OCC)C(=O)N1 (centres undefined)
→ 5, 6, ·, ·, -1.5, 0, -2, ·
#57 CCOC(=O)C(C)Sc1nc(-c2cccs2)ccc1C#N (centres undefined)
→ -4, -5, ·, ·, ·, -2, 15, ·
#58 COc1ccc(C(CC(=O)Nc2ccccn2)N2Cc3ccccc3C2=O)cc1 (centres undefined)
→ 6, -17, 5, 2, 0.0, -2, 21, -16

Numbers 47 through 49 from above:
Each structure is followed by: PglD DTNB, RAD54 branch, CASP6 VEID inh, ERp5 block, E-sel inducer, ARNT TACC3 PPI, esBAF inh, RAD52 inh
#47 COc1ccc(/C=C2\CN(Cc3ccccc3)C/C(=C\c3ccc(OC)cc3)C2=O)cc1
→ ·, ·, -7, 5, -0.9, -2, ·, -26
#48 C[C@H](CO)N1C[C@H](C)[C@H](CN(C)Cc2ccc3c(c2)OCO3)Oc2ccc(NC(=O)CCN3CCOCC3)cc2C1=O
→ -4, -2, -3, 0, -0.1, 9, 4, 5
#49 COc1cc2c(cc1OC)C(CNC(=O)C=Cc1cc(OC)c(OC)c(OC)c1)C2 (centres undefined)
→ 1, -3, 0, 5, 0.1, ·, 2, -7
